NPY-Y1 antag = NPY-Y1 receptor antagonists, primary screen, cell-based. HEK293-CNG Y1 cells, membrane potential fluorescence; NPY at EC95, then isoproterenol. inhibition, % at 3.6 µM. 1% of 200,000 active. AID 1040, 2008;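 active = inhibition above the campaign mean inhibition of all tested compounds plus 3 SD, cut at about 20% in these data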;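 note: 0% = DMSO wells given NPY plus isoproterenol and 100% = isoproterenol alone without NPY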
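System: HEK293 cells with Y1 receptor plus CNG channel / Probe or stimulus: NPY 25 nM then isoproterenol 1 µM plus Ro 20-1724 25 µM / Compound: one concentration, 3.6 µM, in 0.4% DMSO / Schedule: compound incubation 1 h at room temperature, readout 45 min post-stimulation / Measured by: membrane potential fluorescence / Read-out: % inhibition of NPY effect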
MDM2 E3 inh = MDM2-luciferase reporter signal enhancers, primary screen, MDM2 E3 ligase inhibitor project, cell-based, luminescence, 1536-well; E3 ubiquitin-protein ligase Mdm2 (Homo sapiens), Q00987; cell-based MDM2 ubiquitination luciferase reporter, 2 h; 0 = plate control, 100 = twice control, blank-subtracted; signal enhancement, % at 5 µM; 0.11% of 210,000 active;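 active = signal enhancement of 30% or more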;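 note: luminescence tracks abundance of the self-degrading MDM2-luciferase fusion protein; higher signal means inhibition of MDM2 E3 ligase activity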
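test system = mammalian cells stably expressing self-ubiquitinating, self-degrading MDM2 E3–luciferase fusion | quantity = 2000 cells/well | incubation = cell settling 4 h, compound treatment 2 h, both 37 °C | signal = luminescence with SteadyLite reagent, 15 min at room temperature | evaluation = % enhancement relative to plate controls after blank subtraction | benchmarks = plate controls and plate blanks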
Hck Nef HTS = inhibitors of Nef-activated human Hck kinase, primary screen, biochemical, Z-Lyte FRET, 384-well, Hck-YEEI. Recombinant Hck-YEEI plus Nef, Z-Lyte FRET kinase assay. inhibition, % at 20 µM. 0.68% of 220,000 active. AID 463187, 2010;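 active = Hck-Nef kinase inhibition above about 50%, limit read from the data; inactive = inhibition below that limit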;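 note: 0% = DMSO with Hck plus Nef and 100% = Hck alone without Nef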
NPY-Y1 PAM-ag = NPY-Y1 receptor potentiators or agonists, primary screen, cell-based; 0.37% of 220,000 active; AID 1304, 2008; activation, % at 3.6 µM; NPY-Y1 expressing cells, potentiator/agonist activation; in the data active = activation above about 33%, passing the limit was not always enough;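 note: cells stimulated with NPY at EC10 then isoproterenol at EC100; 0% = low agonist plus stimulus and 100% = saturating agonist plus stimulus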
Runt-CBFb FRET = inhibitors of RUNX1 Runt–CBFb binding, primary screen, biochemical, FRET, Cerulean-Runt, Venus-CBFb, uHTS; Cerulean-Runt/Venus-CBFb FRET ratio 530/480, 1 h; 0.46% of 220,000 active; inhibition, % at 20 µM;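 active = inhibition over about 50% at 20 µM in the single-dose screen, limit read from the data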;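 note: 0% = DMSO wells and 100% = excess unlabeled CBFb competitor control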
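Assay system: Cerulean-tagged RUNX1 Runt domain (FRET donor) fusion protein / Amount: 100 nM each of Venus-CBFb and Cerulean-Runt domain / Medium: Tris buffer pH 7.5 with salts and BSA / Also added: Venus-CBFb 100 nM / Schedule: 1 h complex formation plus 1 h compound treatment, room temperature / Signal: FRET fluorescence / Read-out: loss of energy transfer signal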
NPY-Y2 PAM-ag = NPY-Y2 potentiators or agonists, primary screen, cell-based. Neuropeptide Y receptor type 2 (Homo sapiens), P49146. cells expressing NPY-Y2, potentiator/agonist read-out. activation, % at 3.6 µM. 0.45% of 220,000 active; in the data active = activation above about 27%;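 note: cells stimulated with NPY near EC25 plus isoproterenol at EC100; 0% = vehicle plus submaximal agonist and 100% = vehicle plus saturating agonist; some results beyond the cut were filed as inactive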
RBBP9 inhibitor = human RBBP9 inhibitors, primary screen, biochemical, fluorescence polarization, FP-Rh probe, HTS; Serine hydrolase RBBP9 (Homo sapiens), O75884; recombinant RBBP9; inhibition, % at 7.94 µM; 0.2% of 220,000 active; AID 1515, 2009;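 active = inhibition above the campaign mean of all tested compounds plus 3 SD, cut at about 14% in these data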;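 note: plate controls were DMSO wells with RBBP9 for no effect and wells lacking RBBP9 protein for full effect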
Target sequence (O75884 whole entry, looked up): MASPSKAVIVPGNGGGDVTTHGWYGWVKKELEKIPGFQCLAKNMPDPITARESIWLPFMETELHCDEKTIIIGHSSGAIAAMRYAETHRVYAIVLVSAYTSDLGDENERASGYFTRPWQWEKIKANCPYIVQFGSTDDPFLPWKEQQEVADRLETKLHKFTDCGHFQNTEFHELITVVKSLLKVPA
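Test system: recombinant human RBBP9. Quantity: 2.5 µM RBBP9 dispensing solution, before mixing. Detection: FP readout at 525/598 nm. Reagent: Serine-hydrolase probe FP-Rh, 375 nM pre-mixing. Measure: % inhibition. Control set: DMSO-treated enzyme wells and wells lacking RBBP9. Buffer or medium: Tris-NaCl-Pluronic buffer, pH 8.0. Times: preincubation 30 min plus labeling 45 min at 25 °C.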
p97 ATPase inh = inhibitors of human p97 ATPase, primary screen, biochemical; inhibition, % at 8 µM; recombinant p97 ATPase, Kinase-Glo ATP luminescence, 3 h; Transitional endoplasmic reticulum ATPase (Homo sapiens), P55072; 0.42% of 220,000 active; AID 1481, 2009; in the data active = inhibition above about 15%;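 note: 0% = DMSO vehicle and 100% = wells lacking enzyme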
Target sequence (P55072 whole entry, looked up): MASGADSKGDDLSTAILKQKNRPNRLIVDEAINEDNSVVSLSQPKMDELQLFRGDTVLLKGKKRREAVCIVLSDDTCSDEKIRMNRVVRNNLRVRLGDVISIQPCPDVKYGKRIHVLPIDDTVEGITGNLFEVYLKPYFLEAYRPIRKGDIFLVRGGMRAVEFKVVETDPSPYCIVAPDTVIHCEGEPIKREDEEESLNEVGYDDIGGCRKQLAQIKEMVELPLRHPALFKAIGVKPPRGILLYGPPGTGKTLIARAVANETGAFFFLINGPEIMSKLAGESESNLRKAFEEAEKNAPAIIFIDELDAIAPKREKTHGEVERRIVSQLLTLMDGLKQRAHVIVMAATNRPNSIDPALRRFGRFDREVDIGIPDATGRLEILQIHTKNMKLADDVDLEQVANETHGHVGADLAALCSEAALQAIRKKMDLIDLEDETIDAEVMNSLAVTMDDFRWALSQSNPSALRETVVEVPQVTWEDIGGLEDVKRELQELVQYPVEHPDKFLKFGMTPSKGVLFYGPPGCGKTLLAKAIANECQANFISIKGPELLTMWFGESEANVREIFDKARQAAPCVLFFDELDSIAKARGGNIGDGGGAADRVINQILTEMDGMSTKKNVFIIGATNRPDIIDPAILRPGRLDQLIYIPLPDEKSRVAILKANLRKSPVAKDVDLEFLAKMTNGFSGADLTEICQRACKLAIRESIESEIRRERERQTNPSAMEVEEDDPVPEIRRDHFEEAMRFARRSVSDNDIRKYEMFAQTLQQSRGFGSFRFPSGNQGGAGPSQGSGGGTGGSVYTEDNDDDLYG
Runt-SMMHC FRET = inhibitors of RUNX1 Runt–CBFb-SMMHC binding, primary screen, biochemical, FRET, Cerulean-Runt, Venus-CBFb-SMMHC, uHTS; Runt-related transcription factor 1 (Homo sapiens) + Core-binding factor subunit beta …; Cerulean-Runt/Venus-CBFb-SMMHC FRET ratio 530/480, 1 h; inhibition, % at 20 µM; 0.74% of 220,000 active;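 active = mean inhibition across duplicate retests at 20 µM reaching about 50%, limit read from the data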;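 note: 0% = DMSO wells and 100% = wells with excess untagged CBFb-SMMHC; inhibitors lower the FRET ratio by blocking Runt binding to CBFb-SMMHC; some results filed as inactive read as strong as hits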
* = called active by the depositor; · = not tested or not shown.

NPY-Y1 antag,MDM2 E3 inh,Hck Nef HTS,NPY-Y1 PAM-ag,Runt-CBFb FRET,NPY-Y2 PAM-ag,RBBP9 inhibitor,p97 ATPase inh,Runt-SMMHC FRET,Compound
-2,-2,3,-2,1,-7,2,3,-1,CCn1nnc(NC(=O)c2cccc(-c3cc4ccccc4oc3=O)c2)n1
-1,-8,8,-19,0,-19,7,-3,2,COC(=O)C(C)Sc1nnc(-c2ccncc2)o1 (configuration not stated)
8,5,3,-2,-6,16,-4,3,-6,CCc1cc2c(C)ccc(C)c2nc1SCC(=O)Nc1c(C)[nH]c(=O)[nH]c1=O
10,-19,16,-2,8,4,4,6,0,O=C(Nc1ccc(F)cc1)Nc1nnc(-c2ccccc2)o1
4,2,1,11,·,14,2,2,-1,CCCN(CCO)Cc1ccc(Br)cc1
0,-11,0,6,0,3,0,0,-11,Cc1cc(C)nc(SCCC(=O)Nc2ccccc2C)n1
1,-11,0,-13,7,-3,-8,-2,30,COc1ccc(-n2cc(-c3ccccc3)[nH]c2=S)cc1
-2,-9,-8,1,3,7,5,4,-1,CC1c2nc3ccccc3n2C(CC(=O)NCc2ccccn2)C(=O)N1Cc1ccccc1 (configuration not stated)
1,-14,0,-16,-10,-4,8,5,-9,CCCCCn1c(CN2CCN(c3cc(Cl)ccc3C)CC2)nc2c1c(=O)[nH]c(=O)n2C
1,-4,-3,-4,0,14,3,-1,2,COc1ccc(C(=O)COC(=O)c2ccc(OC)c(OC)c2)cc1OC
5,-13,-4,3,1,10,-18,-2,-7,CC1(C)CC2CN(C(=O)Cc3ccccc3)C(C)(C2)C1 (configuration not stated)
13,-10,-3,5,-2,-5,-1,-3,-4,Cc1nc2c3ccccc3nc(SCC(=O)c3ccc(Cl)cc3)n2n1
-5,1,0,6,47,4,-8,12,·,OCCNc1c2ccccc2nc2c(F)c(F)c(F)c(F)c12
·,·,23,-10,-6,-35,-2,9,-10,C/C(=N\NC(=O)COc1ccccc1-c1ccccc1)c1ccc(O)cc1O
4,·,2,-3,1,4,-9,-2,-5,Cc1ccc(NC(=O)/C(=C/c2cccs2)NC(=O)c2ccco2)c(C)c1

Next section; it opens with the 4 that closed the last part.
NPY-Y1 antag,MDM2 E3 inh,Hck Nef HTS,NPY-Y1 PAM-ag,Runt-CBFb FRET,NPY-Y2 PAM-ag,RBBP9 inhibitor,p97 ATPase inh,Runt-SMMHC FRET,Compound
13,-10,-3,5,-2,-5,-1,-3,-4,Cc1nc2c3ccccc3nc(SCC(=O)c3ccc(Cl)cc3)n2n1
-5,1,0,6,47,4,-8,12,·,OCCNc1c2ccccc2nc2c(F)c(F)c(F)c(F)c12
·,·,23,-10,-6,-35,-2,9,-10,C/C(=N\NC(=O)COc1ccccc1-c1ccccc1)c1ccc(O)cc1O
4,·,2,-3,1,4,-9,-2,-5,Cc1ccc(NC(=O)/C(=C/c2cccs2)NC(=O)c2ccco2)c(C)c1
·,-3,0,-7,2,3,-1,7,-6,COc1cc2c(c(OC)c1O)C(=O)CO2
8,-10,-4,-18,-4,7,-13,-8,2,Cc1cccc(C)c1NC(=O)CCCSc1nnc(-c2ccc(F)cc2)n1-c1ccccc1
·,-29,17,37,-1,5,-8,2,-2,CC(NCc1ccc(S(N)(=O)=O)cc1)C(=O)Nc1cccc(Cl)c1 (configuration not stated)
·,-7,15,11,0,-12,-3,2,-1,COc1cccc2cc(C(=O)C3=C(O)C(=O)N(CCN(C)C)C3c3ccc(Cl)cc3)oc12 (configuration not stated)
6,-7,1,-12,-3,5,0,5,-10,COC(=O)c1ccccc1NC(=O)CN1C(=O)C2CCCN2c2ncc(Cl)cc21 (configuration not stated)
-2,-6,4,15,-1,1,2,2,2,CCc1nnc(NC(=O)CSc2nnc(CNc3cccc(Cl)c3)n2CC)s1
2,-16,-2,-31,1,1,2,1,-1,COC(=O)Cn1c(CCS(=O)(=O)c2ccc(Cl)cc2)nc2ccccc21
13,-5,7,-51,-2,0,-5,3,0,CCCCCCCOC(=O)C[N+](C)(C)CCOC1CC2CCC1(C)C2(C)C (configuration not stated)
-2,8,-1,3,0,14,5,2,-3,O=C(C1CC1)N(CCc1ccccc1)Cc1nc2ccccc2c(=O)[nH]1
0,-15,1,2,0,3,3,-1,86,O=C(C1CCN(S(=O)(=O)N2CCOCC2)CC1)N1CCc2ccccc21
-3,5,0,-18,-8,17,4,-2,1,COC(=O)c1nn(-c2cccc(C(F)(F)F)c2)c(=O)cc1Sc1ccccn1
0,5,2,12,-1,8,1,2,3,Fc1ccc(CNC(=S)NC2CCCCC2)cc1
0,-16,17,-3,1,5,-10,0,2,O=C(c1ccco1)N1CCN(C(=O)N2CCCCC2)CC1
-1,-6,1,-3,-1,9,3,4,-8,Cc1cccc(N2CCN(c3cc(C)nc4nnnn34)CC2C)c1 (configuration not stated)
8,-14,18,-18,2,-5,-5,-3,2,COC(=O)CNc1nc(Cl)nc(Nc2ccc(C)cc2)n1

The listing continues:
NPY-Y1 antag,MDM2 E3 inh,Hck Nef HTS,NPY-Y1 PAM-ag,Runt-CBFb FRET,NPY-Y2 PAM-ag,RBBP9 inhibitor,p97 ATPase inh,Runt-SMMHC FRET,Compound
-1,0,0,-9,0,-2,4,0,-1,CCOC(=O)C1C(=O)NC(c2ccccc2)=NC1c1ccc(F)cc1 (configuration not stated)
2,-9,4,13,0,0,6,3,-3,O=C1NN(c2ccccc2)C(=O)/C1=C\c1cccn1-c1ccc(Cl)c([N+](=O)[O-])c1
1,-13,0,1,0,-6,-2,3,-6,Cc1nnc(SCC(=O)Nc2ccc(S(=O)(=O)N3CCCC3)cc2)n1N
·,-4,25,6,-2,-4,1,3,0,COc1cc(C(=O)O/N=C(\N)c2cccc([N+](=O)[O-])c2)cc(OC)c1OC
4,-6,0,-17,-3,-25,-11,-5,-1,CCOC(=O)N1CCC(n2c(SCC(=O)NCc3ccccc3)nc3ccccc3c2=O)CC1
0,-6,5,-9,0,-8,-4,8,4,CCC(CC)c1nnc(NC(=O)c2ccc(S(=O)(=O)N3CCc4ccccc4C3)cc2)s1
-1,-13,9,11,2,7,4,2,1,O=C(N/N=C(\Cc1ncc[nH]1)c1ccccc1)c1ccncc1
2,-13,23,17,2,7,1,0,2,Cc1cc(C)c2nc(NC(=O)C3CCCO3)sc2c1 (configuration not stated)
4,2,0,18,-1,-14,-4,3,2,Cc1nc(NCCN2CCOCC2)c2oc3ccccc3c2n1
3,-4,-4,-8,-1,8,-10,-3,3,CN(C)CCNC(=O)/C(=C/c1cccc([N+](=O)[O-])c1)NC(=O)c1ccccc1
-1,-2,-2,36,-1,4,0,-2,3,CCOC(=O)N1CCN(C(=O)COc2ccc(S(=O)(=O)NCc3ccccc3)cc2)CC1
1,11,-1,-13,1,2,-1,-1,0,CCCNC(=S)NC1CC2CCC(C1)N2Cc1ccccc1 (configuration not stated)
1,-11,0,65*,3,-7,-1,1,-3,COc1ccc(CCn2c(C)cc(C(=O)CSc3nnnn3-c3ccccc3)c2C)cc1
-7,8,0,8,0,8,-12,-1,-1,C=CCn1c(-c2ccc(S(=O)(=O)N3CCOCC3)cc2)csc1=Nc1ccccc1
5,-16,0,-3,-1,-7,-5,-1,-2,O=S(=O)(Nc1ccccn1)c1ccc(Oc2ccccc2)cc1

(listing goes on)
NPY-Y1 antag,MDM2 E3 inh,Hck Nef HTS,NPY-Y1 PAM-ag,Runt-CBFb FRET,NPY-Y2 PAM-ag,RBBP9 inhibitor,p97 ATPase inh,Runt-SMMHC FRET,Compound
4,-24,2,-17,1,-21,-5,1,1,O=C(Cn1nnc(-c2ccccc2F)n1)NCCc1ccccc1
2,4,3,-17,0,-6,-1,0,-2,C/C(CCC(=O)O)=N/Nc1ccc([N+](=O)[O-])cc1[N+](=O)[O-]
2,-6,26,17,-12,-11,-8,1,-7,CCSc1ccccc1C(=O)N1CCN(c2ccc([N+](=O)[O-])cc2)CC1
-2,-16,4,6,2,-12,9,5,-25,COC1CCN(C(=O)c2ccc(OC3CCN(Cc4ccccn4)CC3)cc2)CC1
4,-9,2,-2,3,-3,-11,1,2,Cc1ccc(-c2nc(NC(=O)CSc3nnc(C)s3)ns2)cc1
0,-1,0,9,-8,-7,-8,-2,-7,CC(C(=O)N1CCN(C2c3ccccc3-c3ccccc32)CC1)N1C(=O)c2ccccc2C1=O (configuration not stated)
-4,-2,-10,-15,1,8,5,2,-1,Cc1cccc(NC(=O)CSc2ccc(-c3ccccn3)nn2)c1C
